SKKanGAS inh – blocks kanamycin growth of S. pyogenes SKKanGAS strain; BacTiter-Glo, 6 h; inhibition, % at 7.5 µM; 1.3% of 300,000 active; AID 1662;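 active = mean replicate score, as percent of positive control median, at least 50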;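 note: strain carries kanamycin resistance gene driven by streptokinase promoter and grows in 40 µg/ml kanamycin; loss of luminescence reflects streptokinase promoter inhibition or plain growth inhibition; 0% = median of DMSO wells and 100% = positive control at its reference dose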
TRPC6 activator – activators of mouse TRPC6 channel | HEK293-TRPC6 membrane potential dye fluorescence; stronger effect = higher value | 0.13% of 310,000 active | B-score at 10 µM | Q61143;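 active = B-score of the integrated fluorescence ratio above library mean plus 3 SD, and starting fluorescence ratio within library mean plus 5 SD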;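 note: higher score means more depolarization so channel activation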
Target sequence (Q61143 whole entry, looked up): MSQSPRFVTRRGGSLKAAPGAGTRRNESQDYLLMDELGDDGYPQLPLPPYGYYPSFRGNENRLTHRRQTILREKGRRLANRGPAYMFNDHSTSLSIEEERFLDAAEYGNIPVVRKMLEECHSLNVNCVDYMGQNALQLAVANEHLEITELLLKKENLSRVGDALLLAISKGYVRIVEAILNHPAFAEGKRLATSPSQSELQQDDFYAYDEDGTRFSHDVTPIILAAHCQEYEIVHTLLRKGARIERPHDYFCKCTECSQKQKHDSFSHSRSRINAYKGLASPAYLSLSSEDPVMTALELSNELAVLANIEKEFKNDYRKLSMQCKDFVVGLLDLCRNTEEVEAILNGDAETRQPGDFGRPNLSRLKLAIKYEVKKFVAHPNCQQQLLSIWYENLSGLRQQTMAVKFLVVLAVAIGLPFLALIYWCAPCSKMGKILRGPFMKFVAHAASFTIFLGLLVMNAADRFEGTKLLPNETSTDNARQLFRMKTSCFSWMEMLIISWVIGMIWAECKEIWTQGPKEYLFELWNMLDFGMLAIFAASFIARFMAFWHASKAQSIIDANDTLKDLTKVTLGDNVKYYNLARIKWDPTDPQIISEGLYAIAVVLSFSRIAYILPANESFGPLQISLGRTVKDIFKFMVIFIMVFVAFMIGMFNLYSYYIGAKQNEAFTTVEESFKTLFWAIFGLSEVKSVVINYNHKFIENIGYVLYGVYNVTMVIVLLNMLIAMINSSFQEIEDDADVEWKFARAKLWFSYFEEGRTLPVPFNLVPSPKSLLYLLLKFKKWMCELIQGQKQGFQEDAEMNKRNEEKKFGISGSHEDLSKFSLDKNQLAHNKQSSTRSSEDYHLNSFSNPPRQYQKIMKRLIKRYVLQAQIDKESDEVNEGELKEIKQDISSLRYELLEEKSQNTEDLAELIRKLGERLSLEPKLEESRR
TRPC4 inh – blocks the mouse TRPC4 cation channel; HEK293 TRPC4beta/mu-opioid, DAMGO-evoked Fluo4 calcium flux; stronger effect = lower value; B-score at 10 µM; 0.39% of 300,000 active; AID 2247;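 active = B-score over 3 SD under the library average, no early fluorescence shift, positive overall ratio signal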
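material = TRPC4beta/mu-opioid receptor HEK293 cell line | probe or stimulus = sequential submaximal and maximal DAMGO stimulation | compound dosing = one concentration per compound | measured by = Fluo4 Ca2+ flux fluorescence | evaluation = integrated fluorescence ratio relative to baseline, converted to per-well B score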
RGS4 act – RGS4 potentiation or activation; HEK293 M3R/inducible RGS4, carbachol calcium flux Fluo4; stronger effect = lower value; B-score at 10 µM; 0.92% of 310,000 active; AID 463111;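 active = B-score of the integrated calcium signal more than 4 SD below the library mean, with starting fluorescence not abnormally high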;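 note: negative B-score means reduced calcium response which marks RGS4 activation or potentiation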
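Reagent: ECmax carbachol challenge; Test system: M3R-expressing HEK293 line, RGS4 induced by doxycycline; Schedule: overnight RGS4 induction, 30 min dye load 37 °C, 20 min compound RT; Detection: calcium dye Fluo4 fluorescence; Read-out: Agonist-evoked peak-minus-minimum fluorescence over baseline, integrated ratio, B score.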
RGS4 inh – human RGS4 inhibition; P49798; HEK293 M3R/RGS4 inducible, Fluo-4 calcium flux; stronger effect = higher value; triggered by carbachol at its EC20; B-score at 10 µM; 0.45% of 310,000 active;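 active = B-score, a plate-corrected calcium signal, over three deviations above library mean, with baseline fluorescence within five deviations of library mean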;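 note: RGS4 expression induced by doxycycline in cells with stable M3 receptor; B-score is computed from the integrated fluorescence ratio over baseline after carbachol; higher B-score means a larger calcium signal and so more RGS4 inhibition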
Target sequence (P49798 whole entry, looked up): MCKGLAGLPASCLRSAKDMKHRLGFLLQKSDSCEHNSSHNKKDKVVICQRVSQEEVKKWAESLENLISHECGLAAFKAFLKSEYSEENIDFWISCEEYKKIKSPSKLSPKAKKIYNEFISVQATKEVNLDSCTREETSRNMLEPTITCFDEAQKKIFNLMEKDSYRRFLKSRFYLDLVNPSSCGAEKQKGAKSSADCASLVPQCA
Platelet DG rel – modulates dense granule release in human platelets | human platelet-rich plasma, SFLLRN dense granule ATP release, luminescence | inhibition, %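 (compounds screened at 7.5 µM in platelet-rich plasma)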 | 0.22% of 300,000 active;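 active = mean replicate score, as percent of positive control, at or above 50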
TRPC6 inh – blocks the mouse TRPC6 cation channel; Q61143; HEK293-TRPC6, membrane potential dye, ACh-evoked depolarization; stronger effect = lower value; B-score at 10 µM; 1.1% of 310,000 active;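 active = B-score under library mean minus 3 SD, initial fluorescence not abnormally high, positive integrated signal ratio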;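 note: B-score derived from integrated fluorescence ratio over the kinetic read; more negative B-score means stronger inhibition of depolarization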
MrgX1 antag – blocks BAM8-22 activation of human MrgX1 receptor | Q96LB2 | MRGX1-HEK293 calcium flux, Fluo-4, BAM8-22 antagonism; stronger effect = lower value | B-score at 10 µM | 1.3% of 310,000 active;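 active = calcium-response B-score plate-corrected more than 3 library SD below zero, starting fluorescence within 5 deviations, no agonist response on first addition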;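 note: peak minus trough fluorescence over baseline after final BAM8-22 challenge near maximal dose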
HIF act – HIF pathway transcriptional activation; U2OS HRE-luciferase reporter, luminescence; normalized: DMSO 0%, desferrioxamine 100%; 0.32% of 300,000 active; activation, % at 7.5 µM (by protocol);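 active = mean activation of at least 10% of the iron chelator positive control signal, with at least half of replicates also reaching 10%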
MrgX1 ag – human MrgX1 receptor agonism, primary screen | Q96LB2 | MrgX1-HEK293 cells, Fluo-4 calcium fluorescence, agonist mode; stronger effect = higher value | B-score at 10 µM | 0.44% of 310,000 active | AID 588627;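 active = calcium response B-score plate-corrected fluorescence ratio at least 3 library SD, with starting fluorescence B-score inside 5 SD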
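Test system: Stable human MrgX1 HEK293 cell line | Schedule: Overnight plating before 1 h dye loading | Read-out basis: Baseline-normalised fluorescence change ratio, B-scored | Detection: Kinetic calcium dye fluorescence, Fluo-4 NW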
MrgX1 allo act – human MrgX1 positive allosteric modulation, primary screen; Q96LB2; MrgX1-HEK293, Fluo-4 calcium flux, FDSS; stronger effect = higher value; B-score at 10 µM; 0.63% of 310,000 active;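 active = plate-corrected calcium response at least 3 library SD above typical, normal starting fluorescence, not activating the receptor alone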;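 note: compound read alongside a low EC10 to EC30 dose of BAM8-22 agonist; peak minus trough fluorescence over baseline measured at the second addition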
Active calls of the source: *; i = inactive; nt = no result given. Hits appear at their usual frequency; overall some 6.1% were active at least once.

SMILES | SKKanGAS inh | TRPC6 activator | TRPC4 inh | RGS4 act | RGS4 inh | Platelet DG rel | TRPC6 inh | MrgX1 antag | HIF act | MrgX1 ag | MrgX1 allo act
COc1ccc(C(=O)NNC(=O)C(=O)NCc2ccccc2)cc1 | -2.8 | i | i | i | i | 0.6 | i | i | -1.0 | i | i
Cc1cc(N2CCOCC2)nc(-c2ccc(Br)cc2)n1 | -1.9 | i | i | i | i | -3.0 | i | i | 1.0 | i | i
COc1ccc2cc(CN(C(=O)Nc3ccccc3)C3CCCC3)c(=O)[nH]c2c1 | 0.8 | i | i | i | i | 2.0 | i | i | 0.0 | i | i
COc1ccc(C(=O)N2CCN(c3ccccc3)CC2)cc1S(=O)(=O)N1CCCC1 | 8.4 | i | i | i | i | 1.7 | i | i | -0.3 | i | i
O=C(CN1C(=O)CSCC1=O)Nc1ccc2c(c1)OCO2 | 1.3 | i | i | i | i | -6.0 | i | i | 0.6 | i | i
CC(C)NC(=S)NN=C1c2ccccc2-c2ccccc21 | -24.2 | i | i | i | i | -3.6 | i | i | 26.4* | i | i
Cc1nnc(NC(=O)CCC(=O)NCc2cccs2)s1 | 3.5 | i | i | i | i | 3.1 | i | i | 0.1 | i | i
COc1ccc(N2CCN(c3nc(NCCO)nc(N4CCOCC4)n3)CC2)cc1 | 4.1 | i | i | i | i | 2.5 | i | i | -1.0 | i | i
CCC(C)N(C(=O)Cn1nnc(-c2ccc(F)cc2)n1)C1CCS(=O)(=O)C1 (centres undefined) | -1.2 | i | i | i | i | 17.0 | i | i | 0.2 | i | i
CN(C)S(=O)(=O)c1cccc(C(=O)N=C2N=C3C=CC(Cl)=CN3Cc3ccccc32)c1 | 5.2 | i | i | i | i | 5.0 | i | i | 1.9 | i | i
O=C(NCCCN1CCOCC1)c1ccc2ccccc2c1 | -19.1 | i | i | i | i | 3.9 | i | i | 0.6 | i | i
Cc1ccc2cc3c(N)c4c(C)ccc(C)c4nc3nc2c1 | 1.3 | i | i | i | i | -5.9 | i | nt | 0.0 | nt | nt
CC(C)CNC(=O)NC(=O)COc1c(F)c(F)cc(F)c1F | -22.5 | i | i | i | i | 5.9 | i | i | 0.2 | i | i
Nc1ccc(-c2ccc(N)c(C(=O)O)c2)cc1C(=O)O | 2.2 | i | i | i | i | 6.2 | i | i | -0.3 | i | i
Cc1ccc(-n2c(SCc3cc(=O)n4ccsc4n3)nnc2-c2cccnc2)c(C)c1 | 6.0 | i | -7* | i | i | 0.0 | i | i | -0.5 | i | i
CSCc1ccc(C(=O)N2CCC(N3CCC(C(=O)NC(C)C)CC3)CC2)o1 | -0.4 | i | i | i | i | 11.2 | i | i | -0.3 | i | i
CCN(CC)c1ccc(NC(=O)Cn2c(C(C)NC(=O)c3ccc(C)cc3)nc3ccccc32)cc1 (centres undefined) | -3.1 | i | i | i | i | -1.6 | i | nt | -1.7 | nt | nt
O=C(/C=C/c1ccccc1[N+](=O)[O-])NCc1ccc(Cl)cc1 | -1.7 | i | i | i | i | 0.5 | i | i | 0.0 | i | i
C=CCn1c(SCc2c(C)noc2C)nc2sc3c(c2c1=O)CCC(C)C3 (centres undefined) | 18.3 | i | i | i | i | 2.6 | i | i | 2.1 | i | i
Cc1ccc(NC(=O)COc2ccccc2C(=O)NCCc2ccccc2)cc1 | nt | i | i | i | i | 0.1 | i | i | 0.5 | i | i
COC(=O)C1=C(C)N(CCc2c[nH]c3ccccc23)C(=O)C1 | 0.8 | i | i | i | i | 12.4 | i | i | 3.1 | i | i
Cc1ccc(-n2c(-c3ccc(Cl)cc3)n[nH]c2=S)c(C)c1 | -4.4 | i | i | i | i | 4.0 | i | i | -0.6 | i | i
CCOC(=O)C(CCSC)NC(=O)CN (centres undefined) | -11.5 | i | i | i | i | 4.1 | i | i | 0.1 | i | i
N#Cc1c(NC(=O)CN2CCN(C(=O)c3ccco3)CC2)sc2c1CCCCC2 | 0.0 | i | i | i | i | 10.9 | i | i | -0.3 | i | i
CCc1ccccc1NC(=O)c1cccs1 | 5.2 | i | i | i | i | 4.7 | i | i | -0.1 | i | i
COc1cccc(-c2cc(C(=O)NC3CCCC3)no2)c1 | 1.5 | i | i | i | i | -3.4 | i | i | 1.1 | i | i
CCCC(C(=O)NCC1CCCO1)N(Cc1ccccc1)C(=O)CNS(=O)(=O)c1ccccc1 (centres undefined) | -5.0 | i | i | i | i | -1.7 | i | i | 0.1 | i | i
O=C(Oc1cccc(C(=S)N2CCOCC2)c1)c1cc([N+](=O)[O-])cc([N+](=O)[O-])c1 | -5.4 | i | i | i | i | -9.2 | i | i | -0.3 | i | i
O=C(c1ccc(CNS(=O)(=O)c2ccc(Br)cc2)cc1)N1CCCC1 | 5.6 | i | i | i | i | -2.1 | i | i | 1.8 | i | i
COc1ccccc1NC(=O)C1CCN(C(=O)C2CC(=O)N(c3ccc(C)cc3)C2)CC1 (centres undefined) | 22.1 | i | i | i | i | 0.7 | i | i | 0.4 | i | i
CC1=C(C(N)=O)C(c2ccccc2F)n2nc(CCCO)nc2N1 (centres undefined) | -2.2 | i | i | i | i | 15.2 | i | i | -0.4 | i | i
Cc1nnc(SCC(=O)N2CCOCC2)n1C | -8.5 | i | i | i | i | 3.1 | i | i | -0.3 | i | i
COc1ccccc1CNC(=O)c1cc2c(=O)[nH]c3ccccc3c2n1C | -4.7 | i | i | i | i | -5.0 | i | i | -0.5 | i | i
CCOC(=O)N(NC(=O)C(O)(C(C)C)C(C)C)c1ccccc1 | -6.6 | i | i | i | i | -1.0 | i | i | -0.2 | i | i
CCn1nc(C)cc1C(=O)Sc1ccc(C)cc1 | 3.7 | i | i | i | i | 8.3 | i | i | 2.2 | i | i
Cc1ncc([N+](=O)[O-])n1CCN1C(=O)c2ccccc2C1=O | -1.7 | i | i | i | i | 1.3 | i | i | 1.7 | i | i
CCn1c(SCC(=O)NC2CCCCC2)nnc1C(C)NC(=O)c1ccccc1F (centres undefined) | 6.4 | i | i | i | i | -4.8 | i | i | -0.5 | i | i
O=S(=O)(Cc1ccc(Cl)cc1)c1ncc(CO)n1Cc1ccccc1 | 5.7 | i | i | i | i | 7.1 | i | i | -0.3 | i | i
COc1ccc(S(=O)(=O)N2CCOC2CNC(=O)C(=O)NCCCn2ccnc2)cc1OC (centres undefined) | 1.0 | i | i | i | i | 8.9 | i | i | -0.1 | i | i
Cc1nc2ccc(NC(=O)NC(=O)c3c(Cl)cccc3Cl)cc2o1 | -1.0 | i | i | i | i | -1.0 | i | i | 2.0 | i | i
C/C(=N\Nc1ccccc1)c1cc2ccccc2oc1=O | 2.1 | i | i | i | i | 6.3 | i | i | -0.1 | i | i
O=C(Nc1ccc(OC(F)(F)F)cc1)N1CCN(c2ccnc3cc(Cl)ccc23)CC1 | 65.1* | i | i | i | i | -19.4 | i | i | -1.4 | i | i
O=C(Nc1cccc(-n2cccn2)c1)C1CCCN(Cc2ccc(C#CCCO)cc2)C1 (centres undefined) | 13.2 | i | i | i | i | 8.7 | i | i | -0.1 | i | i
Cc1ccc(-c2nn(-c3ccccc3)cc2C2CC(c3cccs3)=NN2C(=O)CCCC(=O)O)cc1 (centres undefined) | 27.4 | i | i | i | i | 1.2 | i | i | 0.0 | i | i
CCCCN(CC)C(=O)Cn1nc(Cc2ccncc2)c2ccccc2c1=O | -2.0 | i | i | i | i | 3.0 | i | i | 0.2 | i | i
CCn1c(=O)n(CC)c2cc(S(=O)(=O)N3CCc4ccccc43)ccc21 | 8.3 | i | i | i | i | 6.2 | i | i | -1.0 | i | i
COc1ccc(CCC(=O)N2CCN(C(=O)c3ccccc3)CC2)cc1 | -5.3 | i | i | i | i | 0.6 | i | i | -0.9 | i | i
Cc1cc(C)nc(SCC(=O)N/N=C/c2ccc3c(c2)OCO3)n1 | 10.7 | i | i | i | i | 1.6 | i | i | 1.2 | i | i
CCN(CC)S(=O)(=O)c1ccc(OC)c(NC(=O)C2CC(=O)N(c3ccc4c(c3)OCCO4)C2)c1 (centres undefined) | 8.0 | i | i | i | i | 9.7 | i | i | -6.1 | i | i
COc1ccc(CN2C(=O)c3cccnc3C2O)cc1 (centres undefined) | 3.5 | i | i | i | i | 1.7 | i | i | -0.5 | i | i
The listing continues:
SMILES | SKKanGAS inh | TRPC6 activator | TRPC4 inh | RGS4 act | RGS4 inh | Platelet DG rel | TRPC6 inh | MrgX1 antag | HIF act | MrgX1 ag | MrgX1 allo act
CC(C)(C)C(=O)Cn1ncc(Cl)c(Cl)c1=O | -6.1 | i | i | i | i | -11.7 | i | nt | 0.6 | nt | nt
O=C(CSc1nc(NS(=O)(=O)c2ccccc2)cc(=O)[nH]1)Nc1cccc(C(F)(F)F)c1 | 7.7 | i | i | i | i | -2.6 | i | nt | 0.7 | nt | nt
CCN(CC)S(=O)(=O)c1cccc(C(=O)NCC2CCCO2)c1 (centres undefined) | -4.9 | i | i | i | i | 0.8 | i | i | -0.5 | i | i
COc1ccc(N2CCN(C3CCCN(Cc4ccc(F)c(F)c4)C3)CC2)cc1 (centres undefined) | -2.2 | i | i | i | i | 1.8 | i | i | 1.9 | i | i
CCCCNC(=S)Nc1ccc(F)cc1 | 1.7 | i | i | i | i | 5.2 | i | i | 0.4 | i | i
COc1cc([N+](=O)[O-])ccc1NC(=O)/C=C\C(=O)O | -7.8 | i | i | i | i | 0.7 | i | i | -0.9 | i | i
Cn1nnnc1SCC(=O)Nc1ccc(Oc2ccc(Cl)cc2)cc1 | -21.0 | i | i | i | i | -6.0 | i | i | -0.6 | i | i
COc1ccc(-n2c(C)c(C(C)=O)c3cc(OC(C)=O)ccc32)cc1 | 19.3 | i | i | i | i | -10.4 | i | i | 6.1 | i | i
Nc1nc(NC(=O)c2cccc(S(=O)(=O)N3CCCCCC3)c2)nc(-c2ccccc2)n1 | 3.0 | i | i | i | i | 2.9 | i | i | 0.1 | i | i
Cc1nn(Cc2ccccc2)c(C)c1NC(=O)c1cc(-c2ccco2)on1 | 5.7 | i | i | i | i | 11.7 | i | i | 0.0 | i | i
CN(CC(=O)Nc1ccccc1F)S(=O)(=O)c1ccc2c(c1)n(C)c(=O)c(=O)n2C | -1.2 | i | i | i | i | 5.3 | i | i | -0.1 | i | i
COc1ccc(N(CC(=O)N2CCN(c3ccccc3)CC2)S(=O)(=O)c2c(C)noc2C)cc1 | -6.8 | i | i | i | i | 22.7 | i | i | -0.1 | i | i

High-throughput results: PubChem BioAssay, several laboratories
